High-throughput results deposited in PubChem by National Center for Advancing Translational Sciences (NCATS).
KAT2A inh = inhibitors of human GCN5L2 histone acetyltransferase. AID 504327. 390,000 tested, 0.21% active. Potency, µM (top dose mostly 58.9 µM), for inactives: at the top dose activity change, negative = inhibition, usual class: inhibitors. GCN5L2 HAT assay, ThioGlo1 CoA-SH fluorescence
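GCN5L2 (20 nM) in 50mM HEPES pH 7.5, 0.1mM EDTA, 0.01% Tween-20 preincubated 15 min with compounds at room temperature. Reaction started with H3(1-25) 75uM, acetyl-CoA 70uM, ThioGlo1 50uM; CoA-thiol fluorescence (Ex340/Em540) read at 0 and 20 min.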
DT40 TDP1 CPT = growth inhibition of DT40 Tdp1-/-;hTDP1 cells with camptothecin (screen for TDP1 inhibitors). chicken DT40 Tdp1-/-;hTDP1 cells + 20 nM CPT, ATP luminescence, 48 h. 420,000 tested, 12% active. Potency, µM (doses to about 46.2 µM), for the others: at the highest dose activity change, negative = growth inhibition, usual class: inhibitors; further: nearly all actives have a fitted effect of over 55% in size
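Chicken DT40 Tdp1-/- cells complemented with human TDP1, 400 cells/well, exposed to compounds plus 20 nM camptothecin for at least 48 h at 37 C; viability read as ATP content by CellTiter-Glo luminescence.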
FEN1 inhibitor = blocks human flap endonuclease 1; Recombinant FEN1 flap cleavage, fluorescence, 15 min; P39748; AID 588795; Potency, µM (highest dose often 114 µM), for the others: at the highest dose activity change, negative = inhibition, actives largely listed as inhibitors; 390,000 tested, 0.35% active; further: nearly all actives have a fitted effect of over 65% in size
Target sequence (P39748 whole entry, looked up): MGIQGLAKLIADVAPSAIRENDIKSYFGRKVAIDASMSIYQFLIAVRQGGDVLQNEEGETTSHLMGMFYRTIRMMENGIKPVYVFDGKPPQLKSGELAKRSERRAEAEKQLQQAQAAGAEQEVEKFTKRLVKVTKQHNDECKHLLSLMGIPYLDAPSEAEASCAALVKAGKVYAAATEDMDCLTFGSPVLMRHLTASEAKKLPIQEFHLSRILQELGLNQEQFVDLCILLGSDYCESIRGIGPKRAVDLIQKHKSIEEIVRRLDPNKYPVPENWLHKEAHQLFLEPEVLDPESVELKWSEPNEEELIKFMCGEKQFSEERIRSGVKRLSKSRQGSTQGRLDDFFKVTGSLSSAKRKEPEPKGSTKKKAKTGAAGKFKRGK
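FEN1 at 10 nM preincubated with compounds 15 min at room temperature, then flap DNA substrate added at 50 nM final. Signal read at 0 and 15 min; concentration-response fitted with four-parameter Hill equation.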
An asterisk follows results filed as active; ? = inconclusive; · = not tested or not shown; & = joins results of further samples; ! = not active in a repeat. The call rests on the fitted dose curve; in most records, active means well fitted curve in the direction sought with a large enough effect; inconclusive means small, poorly fitted or top-dose-only effect, or another doubt; inactive means no such curve, though single readings can be large; an effect the other way counts as inactive or inconclusive. On the % scale 0 is the no-effect control and ±100 the full control effect; potency means the concentration at half of the fitted maximal effect.

SMILES	KAT2A inh	DT40 TDP1 CPT	FEN1 inhibitor
Cc1nn(-c2ccc(N3CCOCC3)nn2)c(C)c1CCC(=O)NCc1ccc(Cl)cc1	14.3%	?	15.2%
Cc1c(-c2n[nH]c(=S)n2-c2ccc(C(F)(F)F)cc2)nnn1-c1ccccc1	-7.0%	-4.5%	-2.5%
COc1ccc(-c2csc(NC(=O)CCNC(=O)c3ccco3)n2)cc1OC	-1.8%	?	9.2%
CO/N=C/NC(=O)N1OC[C@@H]2COc3ccc4ccccc4c3[C@@H]21	-27.4%	-1.6%	1.1%
COc1ccc(S(=O)(=O)N2CCCCC2)cc1NC(=O)CCCNC(=O)c1ccc(Cl)cc1	-2.7%	?	-15.3%
CC(C(=O)NCCc1ccccc1)N1c2cccc3cccc(c23)S1(=O)=O (stereo unspecified)	-4.0%	?	-9.2%
O=C(NCc1ccccc1Cl)c1ccc2nnsc2c1	1.3%	-3.9%	-10.4%
COc1ccc(N2CCN(C(=O)Cn3cnc4sc(C)c(S(=O)(=O)N5CCCCC5)c4c3=O)CC2)cc1	-0.9%	?	-6.1%
CN(C)c1ccc(-c2nc(NCc3cccnc3)c3ccccc3n2)cc1	-16.7%	3.66µM*	·
CN(Cc1cc(=O)n2ccsc2n1)Cc1nc2ccccc2c(=O)[nH]1	-2.2%	8.0%	-5.3%
CCCC1CCC(=NNC(=O)OC(C)(C)C)CC1 (stereo unspecified)	2.8%	-1.2%	1.4%
CCN(CC)CCn1c2c(c(SCC(=O)Nc3cc(OC)cc(OC)c3)nc1=O)CCC2	-1.5%	-21.1%	-0.5%
Cc1cc2c(c(=O)n1Cc1cccnc1)C(c1ccccc1)C(C#N)=C(N)O2 (stereo unspecified)	-3.9%	-5.5%	2.0%
CNS(=O)(=O)c1cc(OCC(N)=O)c(C)cc1Cl	-1.6%	-8.9%	-3.8%
CC1(C)CC(NC(=O)c2cccc3ccccc23)CC(C)(C)N1	0.0%	7.1%	9.4%
COc1cccc(OCc2ccc(Cl)cc2)c1C#N	-15.7%	?	-6.4%
COCCCn1c(C(=O)N2CC(C)OC(C)C2)cc2c(=O)n3ccccc3nc21 (stereo unspecified)	1.1%	0.7%	-2.5%
CCN(CC)c1ccc2cc(C(=O)Nc3ccccn3)c(=O)oc2c1	-15.4%	4.47µM*!	2.4%&-4.7%
CCOC(=O)NC(=O)c1cn(CCN(C)C)c(=O)[nH]c1=O	-9.0%	-8.8%	-5.3%
CCc1cccc(C)c1NC(=O)CSc1nc2ccccc2n1CC(=O)N(C)C	-1.7%	-10.8%	-2.4%
CCn1cc(C(=O)NCc2ccc(Cl)cc2)c(=O)c2cc(S(=O)(=O)N(C)C3CCCCC3)ccc21	-6.9%	?	?
CCOC(=O)C1(Cc2cccc(Cl)c2)CCCN(C(=O)c2cc(C(C)C)nn2C)C1 (stereo unspecified)	-9.2%	14.6µM*	-5.5%
COc1ccc(Nc2oc(/C=C/c3ccc(F)cc3)nc2C#N)cc1	-13.6%	?	8.0%
CC(C)(Oc1ccc(Cl)cc1)C(=O)NCc1n[nH]c(=O)c2ccccc12	1.6%	20.6µM*	-2.2%
COc1ccc(-c2cc(-c3cccs3)c(C#N)c(SCC(=O)NCc3ccccc3OC)n2)cc1	0.0%	?	-0.8%
Cc1cccc(-n2ncc3c(Nc4ccc(Oc5ccc(Cl)cc5)cc4)ncnc32)c1	-8.5%	18.4µM*	9.0%
COc1cc(OC)c(C#N)c(S(=O)Cc2ccccc2)c1 (stereo unspecified)	0.1%	-0.3%	-2.1%
Cc1ccccc1Nc1nc(N)nc(COC(=O)c2ccc([N+](=O)[O-])o2)n1	-4.1%	?	?
Cc1ccc(C)c(/C=N/n2cc(-c3ccccc3)[nH]c2=S)c1	-1.1%	?	8.9%
COc1cccc2cc(/C(C)=N/Nc3nc(-c4cc(C)ccc4C)cs3)c(=O)oc12	-23.3%	-3.1%	24.9%

Part of the list above, as a markdown table.
| structure | KAT2A inh | DT40 TDP1 CPT | FEN1 inhibitor |
| --- | --- | --- | --- |
| COCCCn1c(C(=O)N2CC(C)OC(C)C2)cc2c(=O)n3ccccc3nc21 (stereo unspecified) | 1.1% | 0.7% | -2.5% |
| COc1ccc(-c2cc(-c3cccs3)c(C#N)c(SCC(=O)NCc3ccccc3OC)n2)cc1 | 0.0% | ? | -0.8% |
| CCOC(=O)C1(Cc2cccc(Cl)c2)CCCN(C(=O)c2cc(C(C)C)nn2C)C1 (stereo unspecified) | -9.2% | 14.6µM* | -5.5% |
| CCn1cc(C(=O)NCc2ccc(Cl)cc2)c(=O)c2cc(S(=O)(=O)N(C)C3CCCCC3)ccc21 | -6.9% | ? | ? |
| COc1ccc(Nc2oc(/C=C/c3ccc(F)cc3)nc2C#N)cc1 | -13.6% | ? | 8.0% |
| CCN(CC)c1ccc2cc(C(=O)Nc3ccccn3)c(=O)oc2c1 | -15.4% | 4.47µM*! | 2.4%&-4.7% |
| CCOC(=O)NC(=O)c1cn(CCN(C)C)c(=O)[nH]c1=O | -9.0% | -8.8% | -5.3% |

Some of these compounds in order of SMILES length, largest number first.
SMILES	KAT2A inh	DT40 TDP1 CPT	FEN1 inhibitor
COc1cccc2cc(/C(C)=N/Nc3nc(-c4cc(C)ccc4C)cs3)c(=O)oc12	-23.3%	-3.1%	24.9%
Cc1ccccc1Nc1nc(N)nc(COC(=O)c2ccc([N+](=O)[O-])o2)n1	-4.1%	?	?
COCCCn1c(C(=O)N2CC(C)OC(C)C2)cc2c(=O)n3ccccc3nc21 (stereo unspecified)	1.1%	0.7%	-2.5%
COc1cccc(OCc2ccc(Cl)cc2)c1C#N	-15.7%	?	-6.4%

Other structures.
SMILES	KAT2A inh	DT40 TDP1 CPT	FEN1 inhibitor
Cc1ccc(S(=O)(=O)N2CCN(C(=O)COC(=O)c3cccc(Cl)c3)CC2)c(C)c1	-6.9%	?	11.5%
CC(NC(=O)c1ccco1)C(c1cccs1)N1CCN(c2ccc(F)cc2)CC1 (stereo unspecified)	-9.4%	18.4µM*	-20.1%
CCOC(=O)c1cc(C(C)(C)C)n(CCCN2CCOCC2)c1C	-5.6%	-27.3%	2.3%
CN(C)c1ccc(NC(=O)Nc2cccc(Cl)c2)cc1	-18.9%	-14.6%	13.3%
O=C1CCc2cc(S(=O)(=O)NC(Cc3ccccc3)C(=O)NCC3CCCO3)ccc2N1 (stereo unspecified)	-2.0%	-10.3%	-10.9%
CCOc1ccc(CCNC(=O)c2ccc(-c3nc(CSc4ccc(C)cc4)c(C)o3)cc2)cc1	2.6%	-2.3%	-2.2%
Cc1cccc(NC(=O)Cn2c(=O)n(Cc3ccccc3)c(=O)c3sc4ccccc4c32)c1	-13.3%	-13.0%	19.7%
O=C(Nc1ccccc1)c1ccc(NCCN2C(=O)CCC2=O)c([N+](=O)[O-])c1	-1.9%	6.6%	1.7%
O=C(CC1C(=O)NCCN1CC(c1ccccc1)c1ccccc1)NCC1CCOCC1 (stereo unspecified)	-9.6%	-13.0%	3.3%
Cn1c(=O)n(C)c2cc(NC(=O)c3ccccc3[N+](=O)[O-])c(Br)cc21	-0.5%	-14.7%	-0.7%
CC(C)NC(=O)NC(=O)COC(=O)c1ccc(F)cc1F	0.5%	11.9%	-3.8%
NS(=O)(=O)c1ccc(S(=O)(=O)c2ccccc2)nc1	·	0.1%	10.7%
COc1cc(OC)cc(-c2nc(=S)n3ccsc3n2)c1	-0.8%	18.8%	-3.5%
CCN(CC)C(=O)CN1C(=O)C2CC=C(Cl)CC2C1=O (stereo unspecified)	-10.7%	-3.5%	5.3%
COc1ccc(-c2nc(/C=C3\C(C)=Nc4ccccc43)c(O)o2)cc1	-6.9%	6.51µM*	-15.9%
O=C(/C=C/c1ccccc1)NC1CCS(=O)(=O)C1 (stereo unspecified)	-0.9%	2.7%	-2.5%
CCCCSc1nc2ccc(Nc3nc(N4CCOCC4)nc(N4CCOCC4)n3)cc2s1	?	?	-8.8%
CC1(C)CC(=O)C=C(CN2C(=O)c3ccccc3C2=O)C1=O	1.8%	-3.8%	5.8%
O=C(O)CC1CCC1CC(=O)O (stereo unspecified)	·	5.7%	-3.0%
O=S(=O)(c1ccc(-c2ccon2)s1)N1CCN(c2ccccn2)CC1	-1.8%	-14.5%	3.0%
COc1ccc(N2CCN(C(=O)CCN3C(=O)C4C5C=CC(C5)C4C3=O)CC2)cc1 (stereo unspecified)	-3.4%	-1.4%	-4.5%
Cc1cccc(OCCN2CCOCC2)c1C	-19.5%	-10.7%	-1.6%
Cc1ccc(S(=O)(=O)NNC(=O)c2ccc(C(=O)N(c3ccccc3)c3ccccc3)cc2)cc1	·	15.8µM*	-6.2%
COc1cc(/C=C2\C(=O)ON=C2c2ccc(Cl)cc2)ccc1O	·	16.4µM*	-29.6%
CCc1ccc(C(=O)COC(=O)CNC(=O)c2cccs2)cc1	-17.9%	-10.2%	2.7%
Cc1ccc(C(=O)Nc2cc([N+](=O)[O-])ccc2C)cc1	-1.9%	3.5%	-0.3%
Brc1ccccc1C1=Nn2c(nnc2-c2ccco2)SC1	-6.9%	-12.2%	1.1%
O=C(CSc1nnc2ccc3ccccc3n12)Nc1ccccc1Cl	-15.6%	?	2.5%
FC(F)(F)c1nc2ncc(Cl)cc2[nH]1	0.5%	?	8.6%
COc1ccc(Br)cc1S(=O)(=O)Nc1cc(-c2cn3ccccc3n2)ccc1C	-2.3%	?	-2.7%
Cc1ccc(C(C)(c2ccc(N)cc2)c2ccc(N)cc2)cc1	·	5.3%	-18.1%
O=C(Nc1ccc2sccc2c1)c1cccc(N2C(=O)CCC2=O)c1	0.4%	7.2%	6.3%
CCCn1c(SCC#N)nc2c(c1=O)C1(CCCC1)Cc1ccccc1-2	-10.4%	?	-8.8%
Cc1ccc(NC(=O)Cn2nnc(C(=O)NCc3cccs3)c2N)c(C)c1	-7.0%	-7.9%	-15.7%
O=C(COc1ccc(Cl)c(Cl)c1)NC1CCS(=O)(=O)C1 (stereo unspecified)	0.6%	-9.1%	5.7%
N#CCCn1c(=O)c(-c2ccccc2)nc2cnc(OCc3ccccc3)nc21	-4.7%	-6.9%	·
Cc1cccc(OCC(=O)N/N=C2/SCC(=O)N2Cc2ccco2)c1	-0.8%	?	-11.3%
Cc1cc(/C=C2/NC(=O)NC2=O)c(C)n1-c1sc2c(c1C#N)CCCC2	-6.5%	?	-2.6%
COc1cccc(CC(=O)OCC(=O)NC(Cc2ccccc2)C(C)=O)c1 (stereo unspecified)	-9.7%	-6.0%	6.8%
O=C(CN1C(=O)NC2(CCc3ccccc32)C1=O)Nc1ccc(N2CCOCC2)cc1 (stereo unspecified)	-3.2%	-0.7%	-0.7%
COc1cccc2cc(C(C)N(CCCN3CCOCC3)C(=S)Nc3cc(C)ccc3C)oc12 (stereo unspecified)	-7.5%	-19.9%	-18.8%
O=C(Cc1ccc(Cl)cc1Cl)NC1CCCCCC1	-1.9%	-27.4%	-11.4%
CCCCCOC(=O)NCC(O)c1ccccc1 (stereo unspecified)	3.4%	-3.1%	-3.6%
COc1ccc2cc(C(=O)C3CCCN(C(=O)CCc4ccccn4)C3)ccc2c1 (stereo unspecified)	-13.0%	?	0.8%
COc1cccc(OC)c1C(=O)Nc1ccc(S(=O)(=O)Nc2nccc(C)n2)cc1	-7.3%	1.5%	19.4%

Single records, as listed above. Screens in order: KAT2A inh	DT40 TDP1 CPT	FEN1 inhibitor
Shown for Cc1ccc(NC(=O)Cn2nnc(C(=O)NCc3cccs3)c2N)c(C)c1 : -7.0%	-7.9%	-15.7%
Shown for COc1ccc2cc(C(=O)C3CCCN(C(=O)CCc4ccccn4)C3)ccc2c1 (stereo unspecified) : -13.0%	?	0.8%
Shown for O=C(Nc1ccc2sccc2c1)c1cccc(N2C(=O)CCC2=O)c1 : 0.4%	7.2%	6.3%

New compounds follow:
SMILES	KAT2A inh	DT40 TDP1 CPT	FEN1 inhibitor
COc1cccc(OCc2cc(/C=N/Nc3ccc(C(=O)O)cc3)ccc2OC)c1	-2.3%	20.6µM*	-23.7%
CC(=O)c1ccc(N(CC(=O)NC2CCCCC2)C(=O)c2csnn2)cc1	-4.3%	-0.1%	5.5%
CCCCCCCCCCCC[n+]1ccc(/C=C/c2c[nH]c3ccccc23)c2ccccc21	·	2.51µM*	-31.0%
COc1ccc2sc(-c3ccc(S(C)(=O)=O)cc3)c(C#CCO)c2c1	-19.3%	14.6µM*	-16.1%
CS(=O)(=O)N(CC(=O)NCc1ccccc1)c1ccc(Cl)cc1	0.4%	2.0%	-2.7%

The list is partial, so the mix of outcomes need not match the whole.
